aDG glyco act: increases alpha dystroglycan glycosylation; Pro5-aDG cells, alpha-DG glycosylation AlphaScreen (IIH6); 0% Pro5, 100% B10-LARGE cell signal; activation, % at 10 µM; 360,000 compounds, 0.22% hits;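 active = activation of at least 8% versus controls, or a plate z-score of at least 8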;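 also: Pro5 are CHO cells carrying HIG-tagged alpha-DG that lacks glycosylation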
ABHD5 PLIN5 PPI: inhibitors of human ABHD5-perilipin-5 interaction. Q00G26+Q8WTS1. Split G. princeps luciferase complementation, luminescence, 4 h. inhibition, % at 4 µM. 360,000 compounds, 0.78% hits. AID 602281;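 active = inhibition above the mean inhibition across every tested compound plus 3 SD, cut at about 22% in these data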;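 also: 0% = DMSO only wells and the 100% control is not disclosed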
iPSC survival up: increases survival of single human iPS cells | 360,000 compounds, 0.044% hits | hiPSC single-cell survival, ATPlite luminescence; 100% = ROCK inhibitor wells, 0% = DMSO | survival enhancement, % at 20 µM; in the data active = survival enhancement above about 18%;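 also: cells exposed to compounds for 16 hours before the ATP read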
Glyco luc inh: N-linked glycosylation inhibition; 360,000 compounds, 0.23% hits; D54 ERlucT glycosylation luciferase reporter, 24 h; percent of 100 nM tunicamycin response; reporter increase, % at 12.5 µM;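 active = mean luciferase reporter signal, scaled so untreated is 0 and the glycosylation-blocking control 100, at or above a set limit in every replicate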;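 also: luciferase carries N-glycosylation sites so blocking glycosylation raises the light; 0% = median of neutral control wells and 100% = median of 100 nM tunicamycin wells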
MC4R barr agon: activates human MC4R beta-arrestin recruitment; 360,000 compounds, 0.98% hits; AID 540308; P32245; activation, % at 8.9 µM; U2OS MC4R beta-arrestin complementation, luminescence; percent of melanotan II response, DMSO zero;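 active = activation above a per-plate cutoff, the mean activation of sample wells on that plate plus 3 SD, cut at about 8% in these data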
Target sequence (P32245 whole entry, looked up): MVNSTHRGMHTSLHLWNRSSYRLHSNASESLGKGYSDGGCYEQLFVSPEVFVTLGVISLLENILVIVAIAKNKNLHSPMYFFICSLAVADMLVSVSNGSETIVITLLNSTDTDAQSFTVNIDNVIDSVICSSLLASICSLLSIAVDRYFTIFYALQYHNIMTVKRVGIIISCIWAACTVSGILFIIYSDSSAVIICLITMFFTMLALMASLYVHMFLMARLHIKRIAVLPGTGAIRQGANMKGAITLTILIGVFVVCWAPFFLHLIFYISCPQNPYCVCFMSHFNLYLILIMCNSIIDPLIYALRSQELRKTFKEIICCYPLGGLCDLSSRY
Exocytosis inh: lytic granule exocytosis inhibition; inhibition, % at 10 µM; TALL-104 LAMP-1 surface exposure, flow cytometry; cells stimulated with thapsigargin and PMA; 360,000 compounds, 0.66% hits;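 active = inhibition above about 55%, limit read from the data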
MC4R antagonist: blocks human MC4R cAMP signaling. MC4R-expressing cells, MTII-stimulated cAMP, LANCE TR-FRET. inhibition, % at 6.5 µM. 360,000 compounds, 0.48% hits;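 active = inhibition above its plate's cutoff, the mean of tested wells on that plate plus 3 SD, cut at about 29% in these data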;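 also: 0% = Melanotan II alone and 100% = Melanotan II plus saturating MCL0020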
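System: U2OS cells stably expressing human melanocortin 4 receptor (MC4R). Reagent: Melanotan II challenge after compound preincubation. Doses: 6.5 µM. Times: 30-min compound, 1-h challenge, 1-h detection, room temperature. Measured by: TR-FRET with Eu-cAMP and labeled anti-cAMP, 671 nm. Replicates: singlicate.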
Cardio protect: modulators protecting cardiomyocytes from myocardial damage | H9c2 cardiomyocytes, H2O2 injury protection, ATPLite, 2 h | protection from H2O2 cell death, % at 20 µM | 360,000 compounds, 0.63% hits;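 active = compounds giving at least 50% protection of heart cells from peroxide-induced death in the single-dose screen, raw or plate-pattern-corrected value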;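 also: 0% = DMSO wells with peroxide and 100% = DMSO wells without peroxide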
ABCB6 inh MLPCN: blocks the human ABCB6 transporter | 360,000 compounds, 0.19% hits | K562-ABCB6 porphyrin accumulation, flow cytometry, 1 h; stronger effect = lower value | fluorescence ratio to DMSO, % at 10 µM | Q9NP58;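 active = fluorescence ratio to DMSO below 75%, the collection mean minus 3 SD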;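 also: signal is porphyrin accumulated inside mitochondria; 100% equals median channel fluorescence of DMSO control wells; lower ratio means ABCB6 inhibition with less porphyrin fluorescence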
HTR2A ag: activates the mouse 5-HT2A serotonin receptor; P35363; CHO-K1 mHTR2A beta-arrestin complementation, luminescence; percent of 30 µM serotonin response; activation, % at 7.6 µM; 360,000 compounds, 0.66% hits;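 active = activation above a run cutoff, the mean activation of all tested compounds plus 3 SD, cut at about 14% in these data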;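 also: 0% = plate median of compound wells and 100% = 30 µM serotonin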
Target sequence (P35363 whole entry, looked up): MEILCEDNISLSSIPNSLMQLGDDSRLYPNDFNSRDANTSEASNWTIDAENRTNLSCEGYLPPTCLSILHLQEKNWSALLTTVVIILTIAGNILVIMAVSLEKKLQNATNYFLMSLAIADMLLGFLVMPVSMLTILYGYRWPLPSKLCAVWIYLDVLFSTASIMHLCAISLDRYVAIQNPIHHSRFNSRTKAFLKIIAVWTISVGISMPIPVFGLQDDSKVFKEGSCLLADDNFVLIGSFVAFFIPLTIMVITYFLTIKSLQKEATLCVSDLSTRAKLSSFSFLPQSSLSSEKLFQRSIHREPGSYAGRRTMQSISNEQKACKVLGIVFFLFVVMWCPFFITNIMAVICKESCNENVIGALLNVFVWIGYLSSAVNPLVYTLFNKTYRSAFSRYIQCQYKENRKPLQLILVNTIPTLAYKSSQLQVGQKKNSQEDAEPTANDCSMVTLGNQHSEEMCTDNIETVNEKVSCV
* marks the source's active call; other numbers are inactive results; i = inactive; · = not tested or not shown; & = joins results of further samples.

SMILES	aDG glyco act	ABHD5 PLIN5 PPI	iPSC survival up	Glyco luc inh	MC4R barr agon	Exocytosis inh	MC4R antagonist	Cardio protect	ABCB6 inh MLPCN	HTR2A ag
CCn1c2ccccc2c2cc(/C=N/NC(=O)c3ccccc3)ccc21	-0.1	0	1.6	3	-0.1	-1	10	16	97	-2
Cc1ccccc1NC(=O)CSCc1nc(N)nc(Nc2ccccc2C)n1	-0.3	7	3.2	0	1.0	-3	-4	4	93	-2
Cc1ccc(/C=C/C(=O)N2CC(C)CC(C)C2)o1 (stereo unspecified)	-0.5	28*	-1.6	13	-1.9	102*	4	-29	104	2
COc1ccc(C)cc1NC(=O)c1ccc(CN2CCc3ccccc3C2)cc1	-0.1	5	0.1	2	0.8	1	-2	2	92	-1
COC(CNC(=O)c1c[nH]c2ccc(S(=O)(=O)N3CCC4(CC3)OCCO4)cc2c1=O)OC	-0.3	-7	0.8	4	0.1	-3	10	1	104	2
CC(=O)Nc1ccc(C(=O)COC(=O)C2CC3CCCC(C2)C3=O)cc1 (stereo unspecified)	-0.1	-1	0.4	2	-1.6	4	1	5	93	10
O=C(Nc1ccc(Cl)cc1)c1csc(Cc2ccccc2)n1	0.0	6	-1.1	2	-2.6	3	-5	7	102	-1
C[C@H]1COC(=O)CCCC/C=C\C[C@H](CC(=O)N(CCO)Cc2ccccc2)C(=O)N1	0.1	3	0.1	-2	-0.8	7	-1	0	91	-7
CCN(CC)c1ccc(/C=N/NC(=O)Cc2cccs2)c(O)c1	0.5	2	-1.2	-10	0.7	8	-3	50	94	0
Cc1cc(C)n(-c2ccc(C(=O)OCC(=O)Nc3ccc(Cl)cc3[N+](=O)[O-])cc2)n1	0.0	-5	0.4	1	3.8	-2	3	-9	102	5
Cn1c(-c2sc3cc(C(F)(F)F)cnc3c2-c2cccs2)n[nH]c1=S	-0.3	-7	2.4	1	-0.4	5	4	1	102	1
C[C@@H](NC(=O)c1nc[nH]c1C(=O)N[C@@H](CCCCNC(=O)OC(C)(C)C)C(=O)OC(C)(C)C)c1ccccc1	0.1	5	-1.3	0	1.4	7	6	25	99	-5
CCOCC(=O)Nc1ccc(S(=O)(=O)N2CCC(c3nc4ccccc4[nH]3)CC2)cc1	0.3	-5	2.0	-3	-3.3	0	9	-1	103	-3
CCN(CC)S(=O)(=O)c1ccc(/C=C/C(=O)Nc2ccccc2N2CCOCC2)cc1	0.0	3	0.3	-3	1.6	1	1	8	99	-5
OC1(c2ccccc2)CC(c2ccccc2)c2ccccc2O1 (stereo unspecified)	0.2	-10	2.8	-4	7.4	2	9	-13	95	6

Overlap with the part before: 2 compounds, then new ones.
SMILES	aDG glyco act	ABHD5 PLIN5 PPI	iPSC survival up	Glyco luc inh	MC4R barr agon	Exocytosis inh	MC4R antagonist	Cardio protect	ABCB6 inh MLPCN	HTR2A ag
CCN(CC)S(=O)(=O)c1ccc(/C=C/C(=O)Nc2ccccc2N2CCOCC2)cc1	0.0	3	0.3	-3	1.6	1	1	8	99	-5
OC1(c2ccccc2)CC(c2ccccc2)c2ccccc2O1 (stereo unspecified)	0.2	-10	2.8	-4	7.4	2	9	-13	95	6
Cc1cnc(C(=O)OCC(=O)c2ccc(-c3ccccc3)cc2)cn1	-0.3	5	-0.4	0	0.9	-4	-2	-4	98	-1
N=c1oc2ccccc2cc1C(=O)NCc1ccccc1	0.1	-4	-0.2	6	-4.9	-1	5	1	99	-6
Cc1cc(C)cc(OCC(=O)Nc2cccc(-c3nc4ncccc4o3)c2)c1	0.1	-8	0.4	1	1.2	0	-4	102*	97	2
CCOC(=O)c1ccccc1NC(=O)COC(=O)CCC(=O)c1ccccc1	0.3	8	-0.2	0	-1.3	2	3	1	100	-4
Cc1ccc(OC(C)C(=O)N2CCCc3ccccc32)cc1 (stereo unspecified)	-0.2	-2	0.0	-6	-1.5	0	7	-2	96	-4
CCCn1c(SCC(=O)NCc2ccco2)nnc1C(C)C	0.1	7	4.9	1	-0.5	1	12	2	93	1
CC(C(=O)NCc1cccs1)N1CCN(S(=O)(=O)c2ccc3c(c2)OCCCO3)CC1 (stereo unspecified)	0.1	-3	-0.4	1	-3.6	3	8	-2	93	1
CC(=O)N1CCc2cc(S(=O)(=O)Nc3ccc(C)cc3)ccc21	0.6	0	0.7	0	-0.8	-5	9	-11	93	-3
COc1cc(NS(=O)(=O)c2ccc(NC(C)=O)cc2)nc(OC)n1	-0.1	-5	-1.0	2	-3.3	5	1	1	98	4
CC(=O)Nc1ccc(-c2ccnc3c2CC(C)(C(=O)NCc2cccc(Cl)c2)O3)cc1 (stereo unspecified)	-0.3	6	1.2	-1	1.7	13	8	5	97	7
Cc1sc2ncnc(OCC(=O)N3CC(=O)Nc4ccccc43)c2c1C	0.0	2	-0.4	0	-1.6	-2	22	21	102	-3
COc1ccccc1C(=O)COC(=O)c1cccs1	-0.1	2	1.0	2	-1.2	3	1	0	100	3
COc1cc2cccc(OC)c(=O)c2c(O)c1OC	0.0	1	-2.6	5	-2.4	18	-1	14	103	-2
CC(=O)c1sc(NC(=O)c2ccc3c(c2)OCO3)nc1C	-0.3	-3	-0.6	-1	-1.0	43	3	-12	89	2
COc1cccc(NC(=O)Nc2nnc(CC(=O)Nc3ccccc3)s2)c1	-0.1	3	0.0	-5	0.4	2	10	22	104	-5
O=C(NCc1ccc2c(c1)OCO2)c1cccnc1Cl	0.0	2	-0.5	-2	-1.2	-4	11	-2	97	-2
CCOC(=O)CCN	0.0	9	-0.1	0	-1.5	5	4	8	103	3
CC(=O)NC(C)(c1ccccc1)c1nc(-c2ccncc2)cs1 (stereo unspecified)	0.0	9	8.3	0	1.6	-1	-3	-6	90	2
CCC1CCCCN1C(=O)COc1cccc2c1CCN(C)C2=O (stereo unspecified)	-0.1	-3	-0.6	0	-0.6	9	13	-1	94	-3
Cc1ccc(Cn2cc(CN3CC(N4CCCC4)CS3(=O)=O)nn2)cc1 (stereo unspecified)	0.0	4	1.6	·	·	-5	·	·	99	10
Cc1ccccc1CCNC(=O)Cn1ccc2cc(S(=O)(=O)N3CCCC3)ccc21	0.0	1	-0.3	-2	-2.3	-3	13	-3	95	-6
CCCN1C(=O)/C(=C/C=C2\N(CC)c3ccccc3C2(C)C)SC1=S	0.2	2	-2.2	0	-2.7	13	1	-5	i	2
NS(=O)(=O)c1ccc(-n2ncc3c(=O)[nH]c(SCC(=O)Nc4nccs4)nc32)cc1	0.0	-3	-1.3	1	-0.6	-3	0	17	101	-2
COc1ccc([C@H]2CC(=O)C=C(c3cc(Cl)ccc3OC)C2)cc1	0.3	-2	0.4	8	0.1	3	-12	-3	99	-12
CC1(C(=O)NS(=O)(=O)C2CC2)CCCN(C(=O)COc2ccccc2)C1 (stereo unspecified)	-0.1	-4	-1.9	3	-1.6	6	0	2	99	2
CC(C)CCn1c(=O)c2sccc2n2c(CCCC(=O)N3CCN(c4ccccn4)CC3)nnc12	0.0	-2	1.1	9	-2.8	7	0	16	106	4
CN(Cc1cccc(F)c1)C(=O)CNS(=O)(=O)c1ccc2ccccc2c1	0.1	-1	1.4	-3	-1.2	-3	3	-5	96	0
CN(C)C(=O)CCSc1nnc(-c2ccncc2)o1	0.0	-9	-0.3	1	-2.5	0	4	2	102	4
CCCN(CCC)CC(O)CN1C(=O)N(CN2C(=O)N(CC(O)CN(CCC)CCC)C(=O)C2(C)C)C(C)(C)C1=O (stereo unspecified)	-0.2	0	-0.8	-4	-0.9	8	0	11	96	3
O=[N+]([O-])c1ccc(Nc2ccccn2)c([N+](=O)[O-])c1	-0.1	7	-0.4	0	-1.7	-1	-2	7	100	6
CCCCCC(=O)Nc1nc2ccccc2[nH]1	0.2	-1	-1.4	0	0.6	-2	5	2	105	0
O=C(O)c1cccc(NC(=O)c2cn(-c3ccccc3)nc2-c2ccc([N+](=O)[O-])cc2)c1	-0.1	-3	-0.7	1	0.1	-7	3	-5	100	6
COc1ccc(N(C(=O)c2snc(C(N)=O)c2N)C(C(=O)NCc2ccccc2)c2ccc(O)cc2)cc1 (stereo unspecified)	-0.2	2	-0.2	2	-0.6	-5	9	4	97	-1
COc1cccc(CNS(=O)(=O)c2c(C)nc3sccn3c2=O)c1	-0.4	-3	-0.9	1	0.6	0	17	12	103	0
O=C(CC1C(=O)NCCN1Cc1ccc(F)cc1Cl)NCc1ccon1 (stereo unspecified)	-0.3	5	0.3	2	-1.9	9	5	-2	93	6
CC/C(=N\NC(=O)C1CCCC1)c1ccc(Br)cc1	8.8*	3	-0.4	-2	-1.7	-1	7	1	93	18*
O=C(Cc1ccc(-c2ccccc2)cc1)N1CCOCC1	0.0	-6	-2.2	0	-2.6	4	-3	4	78	-5
CCOc1ccc(N(CC(=O)Nc2cc(OC)cc(OC)c2)S(=O)(=O)c2c(C)[nH]c(=O)[nH]c2=O)cc1	-0.3	0	-0.4	4	-4.3	2	3	2	100	-2
CC1=CC(C)(C)NC(=S)N1c1ccccc1C	0.1&-0.1	-3&-4	0.0&-0.2	0&-1	-2.1&0.9	4&-2	-3&-3	-1&1	90&98	-1&-3
COc1ccc(S(=O)(=O)Oc2ccc3cccc(N)c3c2)cc1	-0.1	-3	-0.6	8	-0.7	53	6	-9	95	-4
O=C(O)C1CCCCN1S(=O)(=O)c1ccc(Cl)s1 (stereo unspecified)	1.7	0	1.1	1	1.0	-2	0	0	103	2
COc1ccc(C(=O)Nc2c(C(C)(C)C)nn(C)c2C(C)(C)C)cc1	1.4	0	-0.4	0	-1.1	0	7	6	93	4
O=C(NN1C(=O)C2C(C1=O)C1C=CC2C12CC2)c1ccccc1Cl (stereo unspecified)	0.0	-4	-0.5	1	1.4	-12	3	1	100	2
Cc1ccc(C)c(S(=O)(=O)N(C)c2ccc(OC(=O)CN3C(=O)NC4(CCCC4)C3=O)cc2)c1	-0.2	-4	-0.5	2	-0.1	-3	10	-12	102	-5
COc1ccc2cc3cc(C(=O)Nc4ccc5c(c4)OCCO5)oc3nc2c1	0.8	-2	-0.5	-4	43*	-2	-7	-2	84	-5
O=C(NNS(=O)(=O)c1ccccc1)C1CCN(S(=O)(=O)c2ccccc2)CC1	-0.1	0	0.1	4	-0.6	0	7	5	106	1
O=S(=O)(Nc1ccc(-c2cn3cccnc3n2)cc1)c1ccccc1	-0.3	0	0.2	-1	-2.5	0	4	4	93	-3
COc1cccc(C(=O)c2ccncc2C(=O)O)c1OC	0.0	0	-0.6	4	-2.1	-6	-1	2	91	0
CC(C)(C)OC(=O)NCCOC(=O)c1[nH]cnc1C(=O)NCc1ccccc1	-0.4	-2	-2.5	2	-0.4	-5	-6	0	93	-1
COc1cc2[nH]c(=O)n(CCC(=O)NCCCN3CCN(c4ccccc4F)CC3)c(=O)c2cc1OC	0.0	-3	0.3	-1	-0.8	-1	6	4	97	-6
Cc1ccc(C)c(N(CC(=O)NC2CCCCC2)C(=O)c2snc(C(N)=O)c2N)c1	0.3	-8	-0.2	-4	-1.5	19	5	4	96	2
O=C(COC(=O)c1ccccc1Nc1ccccc1F)c1ccccc1	0.0	-2	-0.2	-1	0.2	-10	3	-2	102	5
